# KCNQ1 inh = inhibitors of human KCNQ1 channel, primary screen, cell-based, thallium flux, high-throughput; CHO-K1 KCNQ1, FluxOR thallium flux fluorescence; stronger effect = higher value; B-score at 10 µM; 310,000 compounds, 1.3% hits; AID 2642, 2010;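 active = compounds whose thallium flux B-score, printed positive for inhibition, exceeds three library SD while starting fluorescence stays within three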;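 note: channel opened by potassium depolarization with thallium stimulus after 20 min compound exposure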
# Target sequence (P51787 whole entry, looked up): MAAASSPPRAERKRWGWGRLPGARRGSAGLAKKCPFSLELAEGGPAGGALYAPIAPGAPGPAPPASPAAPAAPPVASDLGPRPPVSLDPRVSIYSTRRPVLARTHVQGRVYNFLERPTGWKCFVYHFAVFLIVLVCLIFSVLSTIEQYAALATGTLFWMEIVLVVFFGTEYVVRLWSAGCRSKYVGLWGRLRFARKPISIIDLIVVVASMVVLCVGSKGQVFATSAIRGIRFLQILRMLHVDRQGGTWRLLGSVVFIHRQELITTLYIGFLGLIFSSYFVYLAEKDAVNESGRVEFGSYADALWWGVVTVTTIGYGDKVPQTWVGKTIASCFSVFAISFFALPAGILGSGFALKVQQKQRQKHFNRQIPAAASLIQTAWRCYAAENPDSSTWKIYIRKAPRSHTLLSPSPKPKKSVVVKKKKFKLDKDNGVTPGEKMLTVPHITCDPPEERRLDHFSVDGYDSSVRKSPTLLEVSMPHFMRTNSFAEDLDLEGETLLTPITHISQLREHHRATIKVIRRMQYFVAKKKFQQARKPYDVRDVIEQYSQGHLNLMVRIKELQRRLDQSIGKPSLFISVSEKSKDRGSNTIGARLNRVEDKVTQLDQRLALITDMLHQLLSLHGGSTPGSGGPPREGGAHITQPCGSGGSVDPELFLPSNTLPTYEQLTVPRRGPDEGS
# DYRK1A inh = rat Dyrk1A kinase inhibitors, primary screen, biochemical, single point, plate reader; Dual specificity tyrosine-phosphorylation-regulated kinase 1A (Rattus norvegicus), Q63470; ADP-Glo luminescence, NFATc1 peptide; inhibition, % at 12.5 µM; 310,000 compounds, 0.43% hits; AID 504441, 2011; in the data active = inhibition above about 50%;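 note: plate controls were vehicle with enzyme for no effect and no enzyme for full effect; many of its hits are not listed in these tables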
# PolyA inh = polyadenylation inhibitors in yeast reporter cells, primary screen, luminescence, S. cerevisiae; S. cerevisiae SKY197-pL101 polyadenylation reporter, beta-gal luminescence; efflux-impaired pdr1/pdr3 knockout yeast; score 100 = 6 SD above DMSO; calls only at 12 µM; 300,000 compounds, 0.02% hits; AID 1875, 2009;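 active = lowest replicate activity score at least 50, where 100 means six control SD above control mean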;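 note: yeast exposed to compound for 9 h at 30 °C; higher score means more reporter readthrough which indicates perturbed polyadenylation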
# KCNK9 block = KCNK9 potassium channel inhibitors, primary screen, HEK293 cells, thallium flux. Potassium channel subfamily K member 9 (Homo sapiens), Q9NPC2. FluxOR thallium flux fluorescence; stronger effect = lower value. B-score at 10 µM. 310,000 compounds, 1.2% hits. AID 488922, 2010;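 active = ratio B-score over 3 SD below the library mean, with starting fluorescence within 5 SD of its mean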;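 note: negative B-score means less thallium flux so channel inhibition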
# KCNQ1 act = potentiators or activators of KCNQ1 channel, primary screen, cell-based, thallium flux, high-throughput; Potassium voltage-gated channel subfamily KQT member 1 (Homo sapiens), P51787; CHO-K1 KCNQ1, thallium flux FluxOR fluorescence; stronger effect = higher value; B-score at 10 µM; 310,000 compounds, 0.35% hits; AID 2648, 2010;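 active = fluorescence ratio B-score, a plate-corrected score, at least three library SD, with initial intensity B-score within 5 SD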
#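 assay system = CHO-K1 cells stably expressing KCNQ1 | medium = assay buffer, equal DMSO in all wells | timing = 37 °C overnight plating, 90-min dark dye load, 20-min compound pretreatment | measured by = kinetic FluxOR thallium fluorescence, 10-s 1-Hz baseline, 110-s post-stimulus read | measure = fluorescence change relative to baseline, converted to B score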
# KCNK3 block = human KCNK3 channel inhibitors, primary screen, CHO cells, FluxOR thallium flux, B-score | Potassium channel subfamily K member 3 (Homo sapiens), O14649 | FluxOR fluorescence; stronger effect = lower value | B-score at 10 µM | 340,000 compounds, 0.84% hits | AID 602410, 2012;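 active = B-score under library mean minus 4 SD, starting fluorescence ratio at most library mean plus 5 SD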;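 note: more negative B-score means stronger inhibition of thallium flux through KCNK3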
# Target sequence (O14649 whole entry, looked up): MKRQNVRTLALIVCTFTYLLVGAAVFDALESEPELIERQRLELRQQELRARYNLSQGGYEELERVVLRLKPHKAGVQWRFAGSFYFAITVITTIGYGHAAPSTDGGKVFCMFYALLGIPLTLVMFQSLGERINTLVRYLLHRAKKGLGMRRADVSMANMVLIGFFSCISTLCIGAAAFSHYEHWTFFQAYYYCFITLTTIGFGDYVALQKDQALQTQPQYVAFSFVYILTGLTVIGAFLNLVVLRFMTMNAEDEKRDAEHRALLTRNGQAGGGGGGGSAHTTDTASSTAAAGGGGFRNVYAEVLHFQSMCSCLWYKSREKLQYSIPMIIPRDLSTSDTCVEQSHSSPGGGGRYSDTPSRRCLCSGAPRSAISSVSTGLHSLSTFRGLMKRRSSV
# GSK3B inh = human GSK3beta kinase inhibitors, primary screen, biochemical, cell-free homogeneous, HTS; GST-GSK3beta kinase, ADP-Glo luminescence, 60 min; stronger effect = lower value; AID 2097, 2009; 300,000 compounds, 0.038% hits; Glycogen synthase kinase-3 beta (Homo sapiens), P49841; activity score (negative = inhibition), % at 10 µM;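 active = more than half of replicate wells score below -50%, meaning over 50% inhibition versus plate controls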;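 note: 0% = median DMSO wells and -100% = median GW8510 positive control wells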
#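 Assay system: GST-tagged human GSK3beta kinase, cell-free; Input: 1.6 ng GSK3beta; Medium: Tris/MgCl2 kinase buffer; Timing: 60 min enzyme reaction, room temperature; Signal: ADP-Glo luminescence quantifying ADP generated by kinase; Evaluation: score relative to plate controls; Benchmarks: DMSO neutral wells and GW8510 at 20 µM as positive.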
# RGS4 inh = RGS4 inhibitors, primary screen, cell-based, HEK293 M3R inducible RGS4, calcium flux. B-score at 10 µM. AID 463165, 2010. 310,000 compounds, 0.45% hits. Fluo-4 calcium flux; stronger effect = higher value; triggered by carbachol at its EC20;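 active = B-score, a plate-corrected calcium signal, over three deviations above library mean, with baseline fluorescence within five deviations of library mean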;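 note: RGS4 expression induced by doxycycline in cells with stable M3 receptor; B-score is computed from the integrated fluorescence ratio over baseline after carbachol; higher B-score means a larger calcium signal and so more RGS4 inhibition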
# hERG rescue = hERG rescue from dofetilide block, primary screen, cell-based, CHO-hERG, FluxOR thallium flux, dofetilide IC70 | Voltage-gated inwardly rectifying potassium channel KCNH2 (Homo sapiens), Q12809 | activation (rescue from dofetilide block), less the hit threshold, % at 10 µM | 310,000 compounds, 0.51% hits | AID 1511, 2009 | dofetilide IC70 present;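 active = activation above the mean of controls blocked by dofetilide plus 5 SD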;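 note: thallium influx through hERG after potassium depolarization seen as dye fluorescence rise; in these data hits start at about 4.7%; inactives centre near -7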
# GSK3 alpha inh = blockers of GSK3A enzyme activity – biochemical, luminescence, cell-free homogeneous, HTS, primary screen; Glycogen synthase kinase-3 alpha (Homo sapiens), P49840; GSK-3 alpha kinase, ADP-Glo luminescence, 60 min; inhibition, % at 10 µM; 320,000 compounds, 0.1% hits;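 in the data active = inhibition above about 50%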;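 note: GST-tagged GSK-3 alpha with peptide substrate and 25 µM ATP; 0% = DMSO neutral wells and 100% = GW8510 positive control wells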
# RGS4 act = RGS4 potentiators or activators, primary screen, cell-based, HEK293 M3R inducible RGS4, calcium flux; carbachol calcium flux Fluo4; stronger effect = lower value; B-score at 10 µM; 310,000 compounds, 0.92% hits;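 active = B-score of the integrated calcium signal more than 4 SD below the library mean, with starting fluorescence not abnormally high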;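 note: negative B-score means reduced calcium response which marks RGS4 activation or potentiation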
#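 test system = HEK293 cells with stable M3R and inducible RGS4 | schedule = recording 10 s baseline at 1 Hz, 100 s post-agonist | technique = Fluo4-AM (2 µM) calcium-flux fluorescence, kinetic read | measure = Agonist-evoked peak-minus-minimum fluorescence over baseline, integrated ratio, B score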
# * marks the source's active call; other numbers are inactive results; i = inactive; · = no result given.
SMILES,KCNQ1 inh,DYRK1A inh,PolyA inh,KCNK9 block,KCNQ1 act,KCNK3 block,GSK3B inh,RGS4 inh,hERG rescue,GSK3 alpha inh,RGS4 act
CC(C)NC(=O)NC(=O)CSc1nnc(C(F)(F)F)n1C,i,-5,i,i,i,i,0,i,4,-1,i
N#CCCCN1C(=O)C(O)(CC(=O)c2ccc3c(c2)OCCO3)c2ccccc21 (configuration not stated),i,2,i,i,i,i,4,i,-7,0,i
CC1(C)CC(=O)c2cc(NC(=O)c3ccc(F)cc3)c(=O)oc2C1,i,2,i,i,i,i,-2,i,-10,-1,i
S=C(NCCCN1CCOCC1)NC1CC1,i,·,i,i,i,i,0,i,-5,0,i
Cc1ccccc1C(=O)NNC(=O)/C=C\C(=O)O,i,-3,i,i,i,i,1,i,-10,-1,i
CCOC(=O)C(NCc1ccccn1)(NC(=O)c1cccnc1)C(F)(F)F (configuration not stated),·,2,i,·,·,i,4,·,·,-2,·
CC1(C)Cc2c(sc3nc4n(c(=N)c23)CCCCC4)CO1,i,9,i,i,i,i,1,i,4,1,i
Cc1ccc(CNC(=O)c2ccc(-n3cccc3)cc2)cc1,i,-3,i,i,i,i,4,i,-3,·,i
O=C(CSc1n[nH]c(-c2ccccc2O)n1)N1CCCc2ccccc21,i,3,i,i,i,i,-2,i,-13,2,i
Cc1cc(Br)cc(Br)c1OCC(=O)NNC(=O)CCC(=O)NCc1ccccc1,i,3,·,i,i,i,0,i,-7,·,i
Cn1ncn2c(=O)c3c(nc12)-c1ccccc1CC31CCCC1,i,17,i,i,i,i,-21,i,-11,-2,i
Cc1ccc(C(=O)Nc2ccccc2C(=O)Nc2ccccn2)cc1Cl,i,·,i,i,i,i,1,i,-4,-1,i
Cc1ccc2c3c1C1(C(=O)N3C(C)(C)CC2C)C(C#N)=C(N)Oc2cc(O)ccc21 (configuration not stated),i,4,i,i,i,i,3,i,-2,0,i
Cc1ccc2nc(NC(=O)CN3C(=O)NC4(CCCCC4)C3=O)sc2c1,i,9,i,i,i,i,1,i,-16,0,i
COc1ccc(N2CCN(S(=O)(=O)c3ccc(OC)c(C(=O)N4CCCC4)c3)CC2)cc1,i,4,i,i,i,i,-2,i,-9,2,i
COc1ccc(CNC(=O)CNC(c2ccccc2)c2ccccc2)cc1OC,i,10,i,i,i,i,1,i,-12,-2,i
COc1ccc(/C=N/NC(=O)CNc2n[nH]c(=O)[nH]c2=O)cc1OC,i,-7,i,i,i,i,0,i,-7,0,i
Cc1ccc(Cn2c(N)c(S(=O)(=O)c3cccs3)c3nc4ccccc4nc32)cc1,i,·,·,i,i,i,-5,i,-13,2,i
Cc1cc2[nH]c(=O)c(=O)[nH]c2cc1S(=O)(=O)Nc1cccc(C)c1C,i,-3,i,i,i,i,0,i,-5,3,i
C/C=C(/C)C(=O)Nc1cccc(C2=NOC3(C2)C[C@H](C(N)=O)N(C(=O)c2ccccc2)C3)c1 (some centres not stated),i,1,i,i,i,i,0,i,-5,-1,i
CC(C)(C)c1ccc(/C=N/NC(=S)Nc2cccnc2)cc1,i,·,i,i,i,·,2,i,5,1,i
Cc1ccc(C2CC(=O)Nc3cc4c(cc32)OCCO4)s1 (configuration not stated),i,2,i,i,i,i,0,i,2,-1,i
CC(C)(Oc1ccc(Cl)cc1)C(=O)NC1CC1,i,3,i,i,i,i,4,i,-4,1,i
CCOC(=O)/C(=C/C=C1\Sc2cc(C)c(C)cc2N1CC)C(C)=O,13*,-6,i,i,i,i,-1,i,-37,·,i
O=C(Cc1ccc(Cl)c(Cl)c1)Nc1ccc2[nH]c(=O)[nH]c2c1,i,1,i,i,i,i,0,i,-7,1,i
COc1ccc(NC(=O)c2ccc(Br)o2)c([N+](=O)[O-])c1,i,7,i,i,i,i,-2,i,-3,-3,i
O=C(NCc1ccco1)C(c1ccccc1F)N(Cc1cccnc1)C(=O)Cn1nnc2ccccc21 (configuration not stated),i,-8,i,i,i,i,3,i,-15,-2,i
Nc1ccc(-c2cc(-c3cccc(N)c3)nc(-c3ccccc3)n2)cc1,i,-4,i,i,i,i,-25,i,-8,-6,i
COc1ccc(S(=O)(=O)NCC(=O)N(CC(=O)NCc2ccccc2)Cc2ccco2)cc1,i,1,i,i,i,i,-1,i,-11,-2,i
Cc1nc2ncc(Br)cc2[nH]1,i,12,i,i,i,i,0,i,-8,3,i
O=C1/C(=C/c2ccc(Br)cc2)Oc2cc(O)ccc21,6*,4,i,i,i,-12*,-3,i,-2,-3,i
Cn1nnnc1SCCNC(=O)C1CCC(=O)N(Cc2ccccc2F)C1 (configuration not stated),i,-6,i,i,i,i,-2,i,-11,-2,i
Cc1cccc(NC(=O)C2C3CCC4C(CCC32)C4(Cl)Cl)c1 (configuration not stated),i,-2,i,i,i,i,-3,i,-8,-2,i
Cc1c(C(=O)O)c(=S)sn1CCOc1ccccc1,i,4,i,i,i,i,1,i,-6,·,i
Cc1ccc(Nc2nc(COC(=O)COc3ccc(C=O)cc3)cs2)cc1,i,3,i,i,i,i,2,i,-4,-1,i
CCC(C)N(NC(C)=O)c1nc(Cl)nc(NC(C)C)n1 (configuration not stated),i,-6,i,i,i,i,-4,i,-4,2,i
CCn1cc(C(=O)N[C@H](C(=O)O)C(C)C)c(=O)c2cc3c(cc21)OCO3,i,5,i,i,i,i,-1,i,-6,1,i
Cc1ccc(C(=O)NNC(=O)CSc2nnc(-c3ccncc3)n2-c2ccc(C)cc2)cc1,i,2,i,i,i,i,-4,i,-15,1,i
CCOC(=O)c1ccc(NC(=O)Cn2cccc2)cc1,i,-7,i,i,i,i,1,i,-1,-2,i
CN=C(NC)SC1CC(=O)N(c2ccccc2)C1=O (configuration not stated),i,17,i,i,i,i,-1,i,-7,-1,i
CSc1ccc(/C=C2\C(=N)N3N=C(CC(=O)N4CCOCC4)SC3=NC2=O)cc1,i,-2,i,i,i,i,0,i,-11,-5,i
Cc1cc(C)cc(NC(=S)NCc2cccnc2)c1,i,-8,i,i,i,i,8,i,-7,6,i
Cc1nnc(NC(=O)c2ccc3c(c2)C(=O)N(CCC(C)C)C3=O)s1,i,-3,i,i,i,i,2,i,-6,-2,i
CCCCOc1ncnc2c1[nH]c1ccc(F)cc12,i,2,i,i,i,i,1,i,-8,-3,i
COc1ccc2nc3oc(C(=O)N4CCN(c5ccccc5F)CC4)cc3cc2c1,i,4,i,i,i,i,-2,i,-6,3,i
Cc1ccc(C(=O)Nc2cc(Cl)ccc2OC(=O)c2ccc(C)cc2)cc1,i,·,i,i,i,·,-3,i,-6,5,i
CCNC(=O)CC1SC(=Nc2ccc(Cl)cc2)N(CC)C1=O (configuration not stated),i,·,i,i,i,i,0,i,-7,0,i
COc1ccc(CC(NC(C)=O)C(=O)NC2CCN(C(=O)C3CCCCC3)CC2)cc1OC (configuration not stated),i,5,i,i,i,i,4,i,-12,-1,i
CC1Cc2cc(-c3csc(NC(=O)Cc4ccccc4)n3)ccc2N1S(C)(=O)=O (configuration not stated),i,11,i,i,i,i,-28,i,-14,-3,i
CCOC(=O)c1cc(S(=O)(=O)N(C)Cc2ccccc2)cn1C,i,-1,i,i,i,i,8,i,-3,-5,i
Cc1nc2ccc(S(=O)(=O)NCC(=O)N(C)Cc3ccccc3)cc2s1,i,-4,i,i,i,i,-1,i,-20,2,i
COc1ccccc1NC1=C(N2CCCCC2)C(=O)c2ccccc2C1=O,i,18,i,i,i,i,0,i,-4,13,i
CC(C)C[C@@H](CO)N1CCN(Cc2ccccc2)CCC1=O,i,7,i,i,i,i,1,i,-6,0,i
CCCc1cc(=O)[nH]c2nnc(SCC(=O)Nc3ccc(NC(C)=O)cc3)n12,i,-1,i,i,i,i,-1,i,-9,-2,i
CCOc1ccccc1NC(=S)N1CCCc2ccccc21,i,·,i,i,i,i,0,i,-13,0,i
O=C(COC(=O)c1ccc(O)cc1)Nc1nccs1,i,15,i,i,i,i,0,i,-12,9,i
COc1cc(C)ccc1OCc1cc(C(=O)N2CCCCCCC2)no1,i,·,i,i,i,i,3,i,-13,-5,i
Cc1c(NC(=O)C(C)OC(=O)COc2ccc(C#N)cc2)c(=O)n(-c2ccccc2)n1C (configuration not stated),i,-7,i,i,i,i,-3,i,-19,-1,i
Cc1nc2c3ccccc3nc(NNC(=O)CCC(=O)NC(C)C)n2n1,i,-6,i,i,i,i,1,i,-1,-3,i
CCN(CC(=O)Nc1ccc(C(=O)OC)cc1)Cc1ccccc1,i,-1,i,i,i,i,2,i,-3,-8,i
# Carrying on:
SMILES,KCNQ1 inh,DYRK1A inh,PolyA inh,KCNK9 block,KCNQ1 act,KCNK3 block,GSK3B inh,RGS4 inh,hERG rescue,GSK3 alpha inh,RGS4 act
C=CCOC(=O)C(C#N)c1nc2ccccc2nc1N1CCC(C(=O)OCC)CC1 (configuration not stated),i,-11,i,i,i,i,-4,i,-9,-2,i
O=C(c1cn(-c2ccccc2)nc1-c1ccccc1)N1CCN(c2ccccn2)CC1,i,6,i,i,i,i,-1,i,-12,2,i
CCCCNC(=S)Nc1ccc2[nH]c(=O)[nH]c2c1,i,7,i,i,i,i,-6,i,-8,·,i
COc1ccc(NC(=O)N2CCn3c2nc2ccccc23)cc1,i,-2,i,i,i,i,-3,i,-6,-1,i

# Compound activity (PubChem)

# A portion of the library, so the mix of outcomes need not match the whole.
